# High-throughput results deposited in PubChem BioAssay by National Center for Advancing Translational Sciences (NCATS).
# Gal4-VP16 FLuc: VP16 counterscreen qHTS for inhibitors of ROR gamma transcriptional activity; Drosophila S2 Gal4-VP16 UAS-luciferase, luminescence, 20 h; Potency, µM (series often up to 53.6 µM), inactives show top-dose activity, negative = inhibition, hits mostly inhibitors; 310,000 tested, 3.5% active; AID 2546, 2010;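 note: Gal4-VP16 expression switched on by copper sulfate through the metallothionein promoter; nearly all actives have a fitted effect of over 50% in size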
# RORgamma inh: qHTS for inhibitors of ROR gamma transcriptional activity. Nuclear receptor ROR-gamma (Mus musculus), P51450. Drosophila S2 Gal4-RORgamma UAS-luciferase reporter, 20 h. Potency, µM (top dose mostly 53.6 µM), without a hit: at the highest dose activity change, negative = inhibition, actives largely listed as inhibitors. 310,000 tested, 5.4% active. AID 2551, 2010; note: nearly all actives have a fitted effect of over 60% in size
# Target sequence (P51450 whole entry, looked up, the tested form may be a part): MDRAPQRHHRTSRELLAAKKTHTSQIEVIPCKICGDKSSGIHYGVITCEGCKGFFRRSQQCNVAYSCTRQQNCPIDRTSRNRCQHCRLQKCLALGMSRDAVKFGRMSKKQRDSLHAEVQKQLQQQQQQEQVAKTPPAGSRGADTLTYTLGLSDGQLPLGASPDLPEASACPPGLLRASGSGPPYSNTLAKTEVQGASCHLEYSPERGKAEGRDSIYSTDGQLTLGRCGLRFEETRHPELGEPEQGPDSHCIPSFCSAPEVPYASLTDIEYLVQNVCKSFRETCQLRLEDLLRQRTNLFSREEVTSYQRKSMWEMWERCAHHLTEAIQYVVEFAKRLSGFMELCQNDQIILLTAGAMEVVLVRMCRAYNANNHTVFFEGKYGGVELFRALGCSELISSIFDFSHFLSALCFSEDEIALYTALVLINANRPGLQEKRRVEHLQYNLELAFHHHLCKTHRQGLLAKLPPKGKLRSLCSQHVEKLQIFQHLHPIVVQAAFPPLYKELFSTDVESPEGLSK
#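 Compounds are pin-transferred onto Drosophila Schneider cells expressing a copper-inducible Gal4–ROR gamma transactivation domain fusion. After 1 hr, copper sulfate is added to 700 uM final; luciferase is read 20 hr later.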
# An asterisk follows results filed as active; ? = inconclusive; & = joins results of further samples; [ ] = another dose, or the depositor's remark. Calls come from the whole dose curve; as a rule, active = well fitted curve in the direction sought with a large enough effect; inconclusive = small, poorly fitted or top-dose-only effect, or another doubt; inactive = no such curve, though single readings can be large; an effect the other way counts as inactive or inconclusive. % is set by controls: 0 for no effect and ±100 for the full control effect; potency is the fitted concentration of half-maximal effect. A portion of the library; count on the stated rates, not on these rows.
SMILES,Gal4-VP16 FLuc,RORgamma inh
COc1ccc(OC)c(C2=Nn3c(nnc3-c3cccc(OC)c3OC)SC2)c1,0%,-1%
Cc1nc2cnc(Oc3ccccc3)nc2n(CCC#N)c1=O,-3%,5%
O=C(c1cnccn1)N1CCC2(CCCN(c3ccc(-c4ccccc4)cc3)C2)CC1,-5%,16%
O=c1c(-c2ccccc2)nc2cnc(N3CCOCC3)nc2n1-c1ccccc1,-3%,2%
O=C(c1cccc(F)c1)N1CCC[C@@]2(CCN(c3ccncc3)C2)C1,8%,-13%
CC(C)C[C@H]1COC(c2ccc(Br)cc2)=N1,0%,-9%
COC1=C2C[C@H](C)C[C@H](OC)[C@H](O)[C@@H](C)/C=C(/C)[C@H](OC(N)=O)[C@@H](OC)/C=C\C=C(\C)C(=O)NC(=CC1=O)C2=O,-6%,11%
COc1cccc([C@@H]2Oc3ccc(OC)cc3/C(=N/OC[C@@H](O)COCc3ccco3)[C@@H]2O)c1,0%[10 µM],-12%[10 µM]
COc1ncc2nc(-c3ccc(F)cc3)c(=O)n(-c3ccccc3)c2n1,-1%,0%
CC(C)c1c(O)ccc2c1CCC1C(C)(C)CCC[C@@]21C (some centres not stated),10µM*,?
CCC/C=C(\CCC)C(NS(=O)(=O)c1ccc(-c2ccccc2)cc1)c1ccc(C(=O)OC)cc1 (configuration not stated),2%,3%
Cc1ccc(C(=O)[C@@H]2[C@H]3C4COC(O4)C(=O)[C@@H]3[C@H]3C=Cc4ccccc4N32)cc1 (some centres not stated),2%,-5%
CS(=O)(=O)N1CCC[C@@]2(CCN(c3ccccn3)C2)C1,-3%,-8%
CC(C)CN1CCCC2(CCN(C(=O)c3ccco3)CC2)C1,-8%,-5%
CCCc1c(OCC(O)COc2ccc3c(=O)cc(C(=O)O)oc3c2CCC)ccc(C(C)=O)c1O (configuration not stated),-16%&-11%,27%&38%

# A draw from above in order of molar mass, high to low:
SMILES,Gal4-VP16 FLuc,RORgamma inh
COc1cccc([C@@H]2Oc3ccc(OC)cc3/C(=N/OC[C@@H](O)COCc3ccco3)[C@@H]2O)c1,0%[10 µM],-12%[10 µM]
COc1ncc2nc(-c3ccc(F)cc3)c(=O)n(-c3ccccc3)c2n1,-1%,0%
CC(C)C[C@H]1COC(c2ccc(Br)cc2)=N1,0%,-9%

# Going on with the list:
SMILES,Gal4-VP16 FLuc,RORgamma inh
C=C1C(N)CC2CC1C2(C)C (configuration not stated),-7%,-2%
COc1ncc2nc(-c3cccs3)c(=O)n(CCC#N)c2n1,0%,-19%
Cc1ccccc1-c1nc(Nc2ccncc2)c2ccccc2n1,-20%,7.1µM*
COc1ccc(CNc2ncnc3ccc(-c4cccc(C#N)c4)cc23)c(OC)c1,0%,34%
CC1CCC2C(=O)OC(Cc3ccccc3)CN2C1c1ccc(Br)cc1 (configuration not stated),7%&-7%[10 µM],5%&-13%[10 µM]
COc1cccc(Nc2ncc3nc(CCc4ccccc4)c(=O)n(Cc4cccs4)c3n2)c1,-14%,2%
Cc1noc(C)c1-c1cc(NC2CC2)ncn1,12%,?
CC(=O)OC1CC[C@@]2(C)C3CC(=O)[C@]4(C)C(C(C)=O)=CCC4C3CC[C@H]2C1 (some centres not stated),-2%,-16%
CN(Cc1ccco1)c1nc(-c2ccoc2)nc2ccccc12,-6%,0%
CC(C)n1nnc2cc(C(=O)O)ccc21,-7%,12%
C=C1C=CS(=O)(=O)N(C(C)C(=O)OC)C1 (configuration not stated),-4%,-16%
CN(C)c1ncc2nc(-c3ccc(Cl)cc3)c(=O)n(Cc3cccs3)c2n1,1%,6%
COc1ccc(-n2c(=O)c(-c3cccs3)nc3cnc(N(C)C)nc32)cc1,5%,-9%
COC1(C#CC2C=CC(OC(C)=O)C(COC(C)=O)O2)CCCCC1 (configuration not stated),9%[10 µM],25%[10 µM]
CN(C)C(=O)c1ccc(-c2ccc3ncnc(N4CCNCC4)c3c2)cc1,7%,-12%
C=CCOC(=O)C(C(C)=O)C(NC(=O)OC)c1cccc(F)c1 (configuration not stated),-13%[10 µM],1%[10 µM]
CNc1ccnc(-c2ccccc2C(F)(F)F)n1,-6%,11%
COc1cccc(Cn2c(=O)c(C)nc3cnc(OCc4ccccc4)nc32)c1,-7%,-7%
COc1cc(OC)cc(-c2nnc3n2N=C(c2c(OC)cccc2OC)CS3)c1,26%,34%
O=c1c(-c2cccc(Cl)c2)nc2cncnc2n1Cc1ccccc1Cl,0%,-20%
O=S(=O)(c1ccccc1)N1CCC[C@@]2(CCN(c3ccccc3)C2)C1,1%,-2%
CC(C)[C@@H](CC(=O)N[C@@H]1CCNC[C@H]1C(=O)N[C@H](CC(=O)N[C@@H](CCC(=O)O)CC(=O)O)Cc1c[nH]c2ccccc12)NC(=O)C[C@H](Cc1c[nH]c2ccccc12)NC(=O)[C@@H]1CNCC[C@H]1N,-2%,-21%
Cc1ccccc1-c1nc(N2CCOCC2)c2ccccc2n1,-2%,-3%
COc1cccc(C2=Nn3c(nnc3-c3cccc(OC)c3)SC2)c1,12%,12%
O=C(O)c1cc(Oc2ccc([N+](=O)[O-])cc2)cc(Oc2ccc([N+](=O)[O-])cc2)c1,3%,10%
O=c1c(-c2cc(F)cc(F)c2)nc2cnc(N3CCOCC3)nc2n1C1CC1,-16%,-12%
C=CC[C@@H]1C=C[C@@H](O/N=C2/[C@H]3O[C@@H]3[C@@H](O)[C@H]3[C@H]2CCn2c(=O)n(-c4ccccc4)c(=O)n23)[C@@H](CO)O1,-4%[10 µM],27%[10 µM]
COC(=O)C/C=C\[C@@H](C)[C@@H](/C=N\O[C@@H](C)CN1CCCCc2nc(C)c(C)cc21)OC,9%[10 µM],4%[10 µM]
COc1ccccc1-c1ccc2ncnc(NCCN3CCOCC3)c2c1,0%,37%
CS(=O)(=O)N1CCC2(CCN(c3cccc(-c4ccccc4)c3)CC2)CC1,-18%,?
Cc1cc(O)c2c(c1O)C(=O)c1c(O)cc(C)c(O)c1C2=O,-3%,-11%
COc1ccc2c(c1)O[C@H](c1ccc3c(c1)OCO3)[C@@H](OC(=O)NS(=O)(=O)c1ccc(C)cc1)C2=O,2%,4%
NC(Cc1c[nH]c2ccccc12)C(=O)NCC(=O)O (configuration not stated),-4%,-18%
COc1ccc(C(=O)N2CCC3(CCN(Cc4ccccc4)CC3)CC2)cc1,-3%,-20%
O=c1ccc2ccccc2[nH]1,13µM*,6.3µM*
O=c1c(-c2ccc(Cl)cc2)nc2cnc(N3CCOCC3)nc2n1-c1ccccc1,-6%,10%
Cc1ccc(CNc2ncnc3ccc(-c4c(C)noc4C)cc23)o1,-6%,-27%
COc1ccc(-n2c(=O)c(C)nc3cnc(Nc4ccccc4)nc32)cc1,-6%,44%
COC(=O)CNC(=O)C1(CC(C)C)C=CCN1C(=O)c1ccccc1 (configuration not stated),26%,10%
COc1ncc2nc(-c3ccccc3)c(=O)n(-c3ccccc3)c2n1,-11%,23%
CCCC[C@@H]1C[C@H]1C(NC(=O)Cc1ccccc1)c1ccc(Cl)cc1 (some centres not stated),0%,-22%
C/C(CCC(=O)OC[C@@H]1O[C@H](C#Cc2ccccc2)C=C[C@@H]1Oc1ccc(C)cc1)=N/OC[C@@H](O)COCc1ccco1,-4%[10 µM],11%[10 µM]
CC(=O)N[C@H](CS)C(=O)O,-11%,4%
COC(=O)[C@@]1(Cc2ccccc2)[C@H]2c3cc(C(=O)N4CCCC4)n(CCO)c3C[C@H]2CN1C(=O)c1ccccc1,7%,-4%
COC(=O)N1CCC2(CCN(C(=O)Nc3ccccc3)CC2)CC1,-12%,3%

# Compound profiles, as listed above:
# COC(=O)CNC(=O)C1(CC(C)C)C=CCN1C(=O)c1ccccc1 (configuration not stated) is entered as Gal4-VP16 FLuc: 26%; RORgamma inh: 10%
# Cc1ccc(CNc2ncnc3ccc(-c4c(C)noc4C)cc23)o1 is entered as Gal4-VP16 FLuc: -6%; RORgamma inh: -27%

# Returning to the listing, repeating the five entries before the break.
SMILES,Gal4-VP16 FLuc,RORgamma inh
CCCC[C@@H]1C[C@H]1C(NC(=O)Cc1ccccc1)c1ccc(Cl)cc1 (some centres not stated),0%,-22%
C/C(CCC(=O)OC[C@@H]1O[C@H](C#Cc2ccccc2)C=C[C@@H]1Oc1ccc(C)cc1)=N/OC[C@@H](O)COCc1ccco1,-4%[10 µM],11%[10 µM]
CC(=O)N[C@H](CS)C(=O)O,-11%,4%
COC(=O)[C@@]1(Cc2ccccc2)[C@H]2c3cc(C(=O)N4CCCC4)n(CCO)c3C[C@H]2CN1C(=O)c1ccccc1,7%,-4%
COC(=O)N1CCC2(CCN(C(=O)Nc3ccccc3)CC2)CC1,-12%,3%
CCOC(=O)[C@]1(C(NC(=O)OC)c2cccc(C)c2)CCCC1=O (some centres not stated),2%[10 µM],0%[10 µM]
O=C(Nc1ccccc1)N1CCCC2(CCN(C(=O)c3cc(C(F)(F)F)cc(C(F)(F)F)c3)CC2)C1,-2%,-7%
Cc1cc(C)c(N(Cc2ccccc2)S(=O)(=O)c2ccc(OCCNC(=O)c3cc4ccccc4o3)cc2)c(C(=O)NO)c1,?,10µM*
CN(C)c1ncnc2ccc(-c3ccccc3C(F)(F)F)cc12,-9%,-7%
Cc1ccccc1-c1cncnc1Nc1ccc(F)cc1,-7%,-7%
COC(=O)NC1C=CCCC1C(C)=O (configuration not stated),0%,-1%
COc1ccc(O[C@H]2C=C[C@@H](c3ccccc3)O[C@@H]2CO/N=C\[C@@H](C)[C@H](OCc2ccccc2)C(C)C)cc1,-1%[10 µM],-2%[10 µM]
CC[C@H](C)[C@H](NC(=O)[C@H](Cc1ccccc1)NC(=O)[C@H](CC(C)C)NC(=O)[C@H](CCSC)NC(=O)[C@H](CCC(=O)O)NC(=O)[C@H](CCC(=O)O)NC(=O)[C@H](CC(=O)O)NC(=O)[C@H](CO)NC(=O)[C@@H]1CCCN1C(=O)[C@H](CCCCN)NC(=O)[C@@H](N)[C@@H](C)O)C(=O)N[C@@H](Cc1ccc(O)cc1)C(=O)NCC(=O)N[C@@H](Cc1cnc[nH]1)C(=O)N[C@@H](Cc1ccc(O)cc1)C(=O)N[C@@H](CCCCN)C(=O)N[C@@H](CCC(N)=O)C(=O)N[C@@H](C)C(=O)N[C@H](C(=O)N[C@H](C(=O)NCC(=O)N[C@@H](CC(=O)O)C(=O)N[C@H](C(=O)N[C@@H](CC(N)=O)C(=O)N[C@H](C(=O)N[C@@H](CCC(=O)O)C(=O)N[C@@H](CCCNC(=N)N)C(=O)N1CCC[C@H]1C(=O)NCC(=O)N[C@@H](CCSC)C(=O)N[C@@H](CC(C)C)C(=O)N[C@@H](CC(=O)O)C(=O)N[C@@H](Cc1ccccc1)C(=O)N[C@H](C(=O)O)[C@@H](C)O)[C@@H](C)O)[C@@H](C)CC)C(C)C)[C@@H](C)O,5%,1%
CC(C)C(=O)NC(=O)C1CCCN1C(=O)/C=C/c1ccccc1 (configuration not stated),4%[10 µM],5%[10 µM]
O=C(O)CCC(=O)OC[C@@H](NC(=O)C(Cl)Cl)C(O)c1ccc([N+](=O)[O-])cc1 (some centres not stated),-10%,-8%
CCN1C(=O)[C@@H]2[C@H](C1=O)[C@@H]1C[C@H]3C(=O)N(CC)C(=O)[C@H]3[C@@H]3C1=C(C(=O)N1C(=O)O/C(=N\CC4CC4)[C@]31C)[C@@H]2C,1%,-12%
CC(C)=CCC/C(C)=C/CO/N=C1/C[C@@H](O)[C@@H](O)[C@@H]2[C@H]3C(=O)N(c4ccc(F)cc4F)C(=O)[C@@H]3CC[C@@H]12,-8%[10 µM],0%[10 µM]
COc1ccccc1CN1CC[C@@]2(CCCN(C(=O)c3cc(C(F)(F)F)cc(C(F)(F)F)c3)C2)C1,9%,-1%
CC1=CC23C(=O)C(C=C(CO)[C@@H](O)[C@]2(O)[C@H]1O)[C@H]1[C@@H](C[C@H]3C)C1(C)C (some centres not stated),-4%,5%
c1ccc(-c2cccc(N3CC[C@@]4(CCCNC4)C3)c2)cc1,0%,-23%

# Reprinted at random: 3 records from the list
SMILES,Gal4-VP16 FLuc,RORgamma inh
COc1ccccc1CN1CC[C@@]2(CCCN(C(=O)c3cc(C(F)(F)F)cc(C(F)(F)F)c3)C2)C1,9%,-1%
CCOC(=O)[C@]1(C(NC(=O)OC)c2cccc(C)c2)CCCC1=O (some centres not stated),2%[10 µM],0%[10 µM]
c1ccc(-c2cccc(N3CC[C@@]4(CCCNC4)C3)c2)cc1,0%,-23%

# Later entries
SMILES,Gal4-VP16 FLuc,RORgamma inh
CC[C@H]1C2=C3C(CC[C@H]4C(OCc5ccc(F)cc5C(F)(F)F)OC[C@](C)([C@@H]34)N(C(=O)OC(C)(C)C)C2)C2COC(=O)OCC21 (some centres not stated),3%,5%
COc1ccc(-c2nnc3n2N=C(c2c(OC)cccc2OC)CS3)c(OC)c1,7%,-1%
Nc1cnn([C@@H]2O[C@H](CO)[C@@H](O)[C@H]2O)c(=O)n1,5%,5%
C#CCCCO/N=C1/C[C@@H](O)[C@@H](O)[C@@H]2[C@@H]3C(=O)N(CC)C(=O)[C@H]3CC[C@H]12,-7%[10 µM],5%[10 µM]
Cc1cc(O)c(C(C)(C)C)cc1Sc1cc(C(C)(C)C)c(O)cc1C,?,10µM*
COc1ccccc1-c1cncnc1NCc1ccccc1,-13%,1%
ClCCCl,-2%,-2%
COc1ncc2nc(-c3ccc(F)cc3)c(=O)n(Cc3cccs3)c2n1,2%,-27%
